# AID inh – activation induced cytidine deaminase inhibition; actives 0.32% (n = 91,000); AID deamination FRET fluorescence, UDG-coupled, 4 h; Potency, µM (doses to about 115 µM), without a hit: top-dose activity change, negative = inhibition, most hits filed as inhibitors; AID 1347428; also: nearly all actives have a fitted effect of over 25% in size
# Target sequence (Q9GZX7 whole entry, looked up): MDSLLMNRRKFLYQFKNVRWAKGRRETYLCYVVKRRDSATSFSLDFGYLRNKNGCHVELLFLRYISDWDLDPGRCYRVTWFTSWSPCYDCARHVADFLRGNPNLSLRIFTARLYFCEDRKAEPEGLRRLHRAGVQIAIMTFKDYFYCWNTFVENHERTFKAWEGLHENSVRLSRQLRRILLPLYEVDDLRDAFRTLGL
# UDG counter – UDG inhibition counter-screen. FRET deamination/UDG coupled assay, UDG read, 4 h. Potency, µM (series often up to 115 µM), for inactives: at the top dose activity change, negative = inhibition, actives largely listed as inhibitors. actives 0.14% (n = 91,000). AID 1347430; also: nearly all actives have a fitted effect of over 65% in size
# Starred values were filed as active, the others as inactive; ? = inconclusive; & = joins results of further samples; [ ] = remark or other dose. Calls follow the shape of the dose curve; as a rule, active = well fitted curve in the direction sought with a large enough effect; inconclusive = small, poorly fitted or top-dose-only effect, or another doubt; inactive = no such curve, though single readings can be large; an effect the other way counts as inactive or inconclusive. % is scaled to controls: 0 for no effect and ±100 for the full control effect; potency is read from the fitted curve at half-maximal effect. Only part of the results is shown, so the mix of outcomes need not match the whole.
Compound,AID inh,UDG counter
COc1ccc(-c2cc(C(=O)NC(C)(C)C)c3ccccc3n2)cc1,-5%,-5%
CCOC(=O)C1CCN(CC(O)c2cccc(C(F)(F)F)c2)CC1 (configuration not stated),-3%,5%
CC(=C/c1ccccc1)/C=N/Nc1ccc([N+](=O)[O-])cc1,-4%,-5%
CCOc1ccccc1NC(=O)C1=C(C)Nc2ncnn2C1c1ccco1 (configuration not stated),-7%,-8%
CCCCOc1ccc(CNC(=O)C2COc3ccc(OC)cc3C2)cc1 (configuration not stated),-8%,13%
CCc1ccc(-c2cc(C(F)F)n3ncc(C#N)c3n2)cc1,6%,0%
COc1ccc(C(=O)NCc2ccc3c(c2)CCN3C(=O)c2ccc(C)cc2)cc1,?,-15%
Cc1cc(C)cc(-n2ccn(CC(=O)Nc3ccccc3C(F)(F)F)c(=O)c2=O)c1,-11%,7%[57.5 µM]
Cc1nc2nc(SCC(=O)Nc3ccc(C(C)C)cc3)[nH]c2cc1Br,-13%,-6%
Cc1nc2cc(C(=O)NC3CCCCCC3)ccc2n1-c1ccc(Br)cc1,?,-13%
Cc1nn(C(C)C(=O)NCCc2ccccc2)c(=O)c2c1sc1ccccc12 (configuration not stated),6%,0%
COc1ccc(C(=O)CC#N)c(OC)c1,0%,-5%
CCc1ccc(NC(=O)CCc2c(C)nc3nc(-c4cc(OC)cc(OC)c4)nn3c2C)cc1,-8%,-10%
CCn1nc(C(=O)NCC2(c3ccccc3)CCC2)c2ccccc2c1=O,-11%,1%
CC(C)Oc1ccc(CNC(=O)c2sc3ncccc3c2-n2cccc2)cc1,5%,31%[activator]

Compound,AID inh,UDG counter
NC(=O)NC(=O)CSc1nc2ccccc2c(=O)n1-c1ccccc1Cl,-13%,-2%
CC(=O)Nc1scc(-c2ccc(CC(C)C)cc2)c1C#N,5%,8%
CCOCCCNC(=O)C(c1ccccc1)N1Cc2ccccc2C1=O (configuration not stated),4%,-1%
Nc1ccc(CCNc2ncnc3c2ncn3C2OC(CO)C(O)C2O)cc1 (configuration not stated),4%,0%
CC(C)c1nc2ccc(C(=O)NCCCN3CCN(c4ccc(F)cc4)CC3)cc2o1,-22%,?
COC(=O)c1ccc(CCNC(=O)c2cccc(C#N)c2)cc1,-4%,3%
O=C(Nc1cccc(C(=O)N2CCN(c3ccccc3F)CC2)c1)c1nsc2ccccc12,?,-11%
CC(=O)NNC(=S)Nc1ccccc1,0%,5%
CC(C)Oc1ccc(/C=C(/C#N)c2ccc(C(F)(F)F)cn2)cc1,-13%,-8%
COc1ccc(-c2nsc(NC(=O)COc3ccc(C)c(C)c3)n2)cc1,5%,0%[57.5 µM]
Cc1ccc(NC(=O)c2cc(S(=O)(=O)N(C)C3CCCCC3)ccc2F)cc1C,-16%,-13%
CCN(Cc1ccccc1)C(=O)CN1C(=O)COc2ccc(S(=O)(=O)N3CCOCC3)cc21,-7%,1%[57.5 µM]
C/C=C/c1ccccc1OCc1ccc(C(=O)O)cc1,-3%,-6%
O=C(Cn1ncc2ccc(Cl)cc21)NCc1ccc(F)cc1,1%,9%
O=C(NCc1ccccc1)C(=O)c1cn(CC(=O)N2CCOCC2)c2ccccc12,-8%,0%

Compound,AID inh,UDG counter
CCN(Cc1cccs1)C(=O)/C=C/c1nc2ccccc2s1,-3%,1%
CCn1c2c(c(=O)n3ncc(C(=O)Nc4ccc(F)c(Cl)c4)c13)CN(Cc1ccc(OC)cc1)CC2,11%,-20%
C=CCn1c(NCCCOCC)nc2c1c(=O)[nH]c(=O)n2C,-13%,-7%
CC1CCc2onc(C(=O)N3CCN(c4ccc(Cl)cc4)CC3)c2C1 (configuration not stated),-7%,-4%
COCCn1c(C)cc(C(=O)CSc2nnc(Nc3ccccc3)s2)c1C,0%,0%
COC(=O)c1c(Oc2ccc(C(C)=O)cc2)nnc(-c2ccccc2)c1-c1ccccc1,?,-10%
CCOc1ccc(-c2nnc(SCC(=O)NC3CCCC3)nc2-c2ccc(OCC)c(OC)c2)cc1OC,3%,23%
O=C(CSc1nc2ccsc2c(=O)n1Cc1ccc(F)cc1)NCc1ccc(Cl)cc1,5%,4%
O=C(Cc1cccs1)N1CCN(c2ncnc3c2nnn3-c2ccc(F)cc2)CC1,?,?
CC1N=C2c3ccccc3N=C(SCC(=O)NCc3ccc(Cl)cc3)N2C1=O (configuration not stated),8%,3%
CC(=O)c1ccc(NC(=O)c2noc3c2CSc2ccccc2-3)cc1,13%,2%[57.5 µM]
CCOc1ccccc1-c1noc(CCCC(=O)Nc2cccc(C(F)(F)F)c2)n1,-24%,?
C#CCNC(=O)Nc1ccc(C)cc1,0%,-9%
CC(=O)c1cccc(NC(=O)Cn2nc(C)n3cccc3c2=O)c1,3%,6%
COc1ccc(C(=O)N/C(=C\c2cn(S(=O)(=O)N(C)C)c3ccccc23)C(=O)NC(C)C)cc1,5%,5%

Compound,AID inh,UDG counter
Cc1nc(NCCC(C)C)sc1C(=O)NC1CC1,-1%,4%
CCOc1ccc(OCC)c(NC(=O)C2CCCN(S(=O)(=O)c3ccc4c(c3)oc(=O)n4C)C2)c1 (configuration not stated),6%,-7%
CC/C=C(/C)C(=O)NC1CCN(C(=O)C(C)(C)C)CC1,-6%,-3%
Cc1cc(C)n(-c2ccc(=O)n(CC(=O)Nc3ccc(C(C)(C)C)cc3)n2)n1,-17%,-3%
Cc1ccc(NS(=O)(=O)c2ccc(-n3cccn3)cc2)cc1Cl,4%,-2%
Nc1ccc(OCC2CC2)c(F)c1,42%[activator],-12%
COc1cc(/C=C2\N=C(SC)SC2=O)cc(OC)c1OC,3%,5%
C=C(C)Cn1c(N2CCN(CC(=O)OC)CC2)nc2c1c(=O)[nH]c(=O)n2C,-6%,-5%
CCCCCCn1c(NC)nc2c1c(=O)n(C)c(=O)n2C,1%,2%
CCOC(=O)c1[nH]c(C)c(CCC(=O)NCc2cccc(C)c2)c1C,-3%,13%
CCc1ccccc1-n1c2c(cc(-c3nc(-c4ccc(Cl)cc4)cs3)c1=O)C(=O)CC(C)(C)C2,3%,0%
COCc1ccc(C(=O)Nc2cccc(C(=O)Nc3cccc(C(F)(F)F)c3)c2)cc1,0%,4%
COc1cc(OC)cc(C(=O)Nc2ccc3oc(-c4cc(OC)c(OC)c(OC)c4)nc3c2)c1,2%,2%
CCOC(=O)c1c(-c2ccccc2)nc2ccccc2c1-c1ccccc1,-22%,-10%
Cc1cccc(C)c1NC(=O)CN(C)C(=O)CSc1nccn1-c1ccc(Br)cc1,-14%,-2%

Compound,AID inh,UDG counter
Cc1cccc(OCC(=O)Nc2ccc3c(c2)nc(CN2CCCCC2)n3C)c1,37%[activator],-8%
CCC1CN(C(=O)N2CCC(C(=O)NCCN(CC)CC)CC2)c2cc(C)ccc2O1 (configuration not stated),4%,7%[57.5 µM]
O=C(CSC1=NCCS1)N(Cc1ccc(Cl)cc1)C12CC3CC(CC(C3)C1)C2,-8%,-2%
CC(=O)Nc1ccc(NC(=O)C2CCCN2c2ncnc3ccccc23)cc1 (configuration not stated),7%,4%
COc1ccc(CNC(=O)C2=C(C)C(=O)OC23CCCCC3)cc1,48%[activator],-5%
COc1cc(OC)c2c(C)c(CC(=O)Nc3ccc(Cn4cncn4)cc3)c(=O)oc2c1,-14%,-2%
C/C(=N/Nc1ccc(S(N)(=O)=O)cc1[N+](=O)[O-])c1ccc(Cl)c(Cl)c1Cl,-5%,2%
CC(C)(C)c1ccccc1NC(=O)c1cnc(Cl)c(Cl)c1,-7%,2%
CC(C)(C)c1cc(-c2cc(Br)c(O)c(C(C)(C)C)c2)cc(Br)c1O,-5%,-4%
O=c1c2oc3ccccc3c2n(Cc2ccccc2)c(=O)n1Cc1ccco1,-2%&4%,-1%&5%
CCc1ccc(CNC(=O)C(CC)n2nc(C)c3c(C)n(-c4ccccc4)nc3c2=O)cc1 (configuration not stated),71µM*,-20%
CCOc1ccc(-c2cc3c(=O)n(Cc4nc(-c5cccc(OC)c5OC)oc4C)ccn3n2)cc1Cl,11%,-8%
CC(C)Cn1c(-c2ccc(S(=O)(=O)N3CCOCC3)cc2)csc1=Nc1cc(Cl)ccc1Cl,-1%,?
O=C(CSc1ccccc1)NCc1ccc2c(c1)CCN2C(=O)c1ccc(F)cc1,3%,20%
COc1cccc(C(=O)N(Cc2nc(-c3ccc(Cl)cc3)no2)C(C)C)c1OC,?,-8%

# An excerpt from above in order of the AID inh value, high to low:
smiles,AID inh
CCC1CN(C(=O)N2CCC(C(=O)NCCN(CC)CC)CC2)c2cc(C)ccc2O1 (configuration not stated),4%
O=C(CSc1ccccc1)NCc1ccc2c(c1)CCN2C(=O)c1ccc(F)cc1,3%
CC(=C/c1ccccc1)/C=N/Nc1ccc([N+](=O)[O-])cc1,-4%
CCN(Cc1ccccc1)C(=O)CN1C(=O)COc2ccc(S(=O)(=O)N3CCOCC3)cc21,-7%
Cc1ccc(NC(=O)c2cc(S(=O)(=O)N(C)C3CCCCC3)ccc2F)cc1C,-16%

# Other entries.
Compound,AID inh,UDG counter
CCOC(=O)CSc1nc2ccccc2c(=O)n1-c1ccccc1OC,-10%,1%
COc1ccccc1-n1c(/C=C/c2c(C)n(C)c3ccccc23)nc2ccccc2c1=O,13%,-15%
O=C(OCc1ccccc1)c1cc(Cl)c[nH]1,-7%,-6%
COc1ccc(OC)c(S(=O)(=O)N2CC=C(c3c(C)n(CC(=O)N4CCCC4)c4ccccc34)CC2)c1,119%[activator],?
O=C(CSc1nc2c([nH]c3ccccc32)c(=O)n1-c1ccc(F)cc1)N1CCCc2ccccc21,-5%,-7%
Cc1nc2ccc(C(=O)NCC3CN(CC(C)C)CCO3)cc2nc1C (configuration not stated),21%,1%
O=C(Nc1cccc(OCC2CCCO2)c1)C1CCN(C(=O)Nc2ccccc2)CC1 (configuration not stated),5%,4%
COC(=O)C(CC(C)C)NC(=O)CC(c1ccccc1)c1ccccc1 (configuration not stated),-6%,-10%
COCCCNC(=O)C1CCN(Cc2nc(-c3ccc(OC)c(OC)c3)oc2C)CC1,12%,-4%
O=C(COCc1cc(-c2cccs2)on1)N1CCN(c2cccc(Cl)c2)CC1,?,0%
CCn1cc(C(=O)N2CCN(c3ccccc3OC)CC2)c(=O)c2cc(S(=O)(=O)N3CCCCC3)ccc21,-15%[57.5 µM],-6%[57.5 µM]
O=C(CSc1ccccc1Br)c1ccc2c(c1)OCCO2,-10%,-5%
Cc1sc2c(c1C)c(=O)n(CCc1ccccc1)c(=O)n2Cc1cccc(F)c1,12%,0%
O=c1ccn(O)cc1[N+](=O)[O-],6%,-2%
CCCCCSc1ncnc2c1sc1nc(N3CCOCC3)c3c(c12)CCCC3,5%,-7%[57.5 µM]

Compound,AID inh,UDG counter
CCOC(=O)c1[nH]c2ccc(C)cc2c1NC(=O)CC,4%,-3%
Nc1nc2ccc(Cl)cc2c2nc(-c3ccco3)nn12,6%,-7%
Cc1oc(-c2ccc(C(=O)NCc3ccccc3)cc2)nc1CN1CCc2ccccc21,-5%,18%
COCCCNC(=O)c1nn(-c2ccc(C)cc2)nc1CO,2%,-3%[57.5 µM]
CCOC(=O)c1ccc2c(c1)N(CC(=O)Nc1ccc(C)cc1C)C(=O)c1ccccc1S2,28%,-1%
O=C(NCc1ccc(Cl)cc1)NC1CC1,-4%,0%
Cc1cc(Nc2ccc(F)cc2F)nc(-n2nc(C)cc2C)n1,31%,11%
CCCCOc1ccc(NC(=O)c2ccccc2)c2cccnc12,-7%,0%
Cc1cc(C)c2nc(-c3ccc(C)c(C)c3)cc(C(=O)O)c2c1,-10%,2%
O=C(Cc1ccccc1)Nc1ccc(Oc2ccccc2)cc1,-7%,-3%
O=C1NS(=O)(=O)c2ccccc21,2%,-2%
Cc1ccc(NC(=O)CN2CCC(C(N)=O)CC2)cc1F,-7%,2%
COc1ccc(C2CCCCCN2C(=O)CSc2nnnn2C2CC2)cc1 (configuration not stated),-6%,-1%
CSc1ccc(Cl)c(C(=O)NC(C)c2ccncc2)c1 (configuration not stated),5%,0%
Cc1ccc(NC(=O)Cn2nnnc2-c2ccccc2N)cc1,4%,-2%[57.5 µM]

Compound,AID inh,UDG counter
O=C(Cn1nc(C(F)(F)F)c2c1CCCC2)Nc1cccc(Cl)c1,-4%,-2%
CCn1cc(C(=O)N2CCN(c3ccc(C(C)=O)cc3)CC2)c2cc(OC)c(OC)cc2c1=O,99%[activator],0%
CCc1nn(CC(=O)NCCCN(CC)CC)c(=O)c2cc3occc3n12,5%,-1%
CCC(=O)Nc1ccccc1C(=O)OC/C(=N\O)c1ccc(OC)cc1,-1%,-6%
N#CCCN(C(=O)CN1C(=O)NC(Cc2c[nH]c3ccccc23)C1=O)c1ccccc1F (configuration not stated),-2%,9%
O=C(CSc1n[nH]c(-c2ccccc2)n1)Nc1cccc(C(=O)Nc2cccc(C(F)(F)F)c2)c1,-5%,-2%
CCOCCCN(Cc1ccco1)S(=O)(=O)c1cc2c(cc1C)NC(=O)CO2,4%,-5%
Cc1cccc(-c2nn3c(=O)cc(CN4CCN(C(=O)c5ccccc5Br)CC4)nc3s2)c1,35%[activator],20%
Cc1ccc(-c2cc(Nc3cccc(C)c3C)nc(C)n2)cc1,-2%,-3%
CNc1ccc(-c2nc(-c3ccncc3)no2)cc1[N+](=O)[O-],6%,0%
CCc1c(C)c2ccc(OCC(=O)c3ccccc3)cc2oc1=O,-11%,-2%

# From PubChem BioAssay
